# RXFP1 antagonist: RXFP1 (human) relaxin receptor antagonism; Q9HBX9; HEK293-RXFP1, relaxin-stimulated cAMP HTRF, 30 min; stronger effect = lower value; activity change, negative = inhibition, % at 57.5 µM; 350,000 tested, 0.59% active;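 active = activity change of -60% or lower, but not beyond a set lower limit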; also: % is scaled to controls: 0 for no effect and ±100 for the full control effect
# TRHR ag: activates the human TRH receptor; P34981; TRHR cells, calcium flux fluo-8, FDSS agonist mode; activation, % at 2 µM; 360,000 tested, 0.18% active; also: 0% is about no effect
# Target sequence (P34981 whole entry, looked up): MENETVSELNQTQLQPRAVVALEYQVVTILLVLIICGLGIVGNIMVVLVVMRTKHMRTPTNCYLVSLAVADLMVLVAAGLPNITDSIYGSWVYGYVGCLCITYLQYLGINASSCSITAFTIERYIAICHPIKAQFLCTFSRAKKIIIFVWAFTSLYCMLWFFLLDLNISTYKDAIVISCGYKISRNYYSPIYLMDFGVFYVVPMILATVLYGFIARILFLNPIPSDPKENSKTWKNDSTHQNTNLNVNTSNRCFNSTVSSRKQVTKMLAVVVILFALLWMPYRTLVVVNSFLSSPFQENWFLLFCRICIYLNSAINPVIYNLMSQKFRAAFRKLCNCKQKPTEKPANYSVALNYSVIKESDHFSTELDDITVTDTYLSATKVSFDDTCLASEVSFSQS
#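 TRHR-expressing cells, plated overnight in medium with 10% serum, were loaded with fluo-8 calcium dye at room temperature. After a 10 s baseline, library compound was pin-added and calcium release was recorded kinetically (ex 480/em 530) as agonist response.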
# D1 antag: antagonists of human D1 dopamine receptor | activity change, negative = inhibition, % at 10 µM | P21728 | AID 504652 | 360,000 tested, 3.2% active | HEK293 TREx D1 cells, calcium flux, dopamine EC80; stronger effect = lower value; in the data active = activity change below about -30%; also: % is scaled to controls: 0 for no effect and ±100 for the full control effect
#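 After overnight tetracycline induction at 30 C, force-coupled D1 HEK293 cells took up a no-wash calcium dye at room temperature. Compounds were added and monitored 180 s, and the response to EC80 dopamine was then recorded.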
# D1 agonist: activates the human D1 dopamine receptor; HEK293 T-REx D1 cells, calcium flux, agonist mode; activation, % at 2 µM; 360,000 tested, 1% active; also: 0% is about no effect
#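 Inducible HEK293 T-REx D1 cells, force-coupled to calcium signalling, were plated at 4000 cells/well with tetracycline and held overnight at 30 C. After no-wash calcium dye loading, compound-evoked calcium rise over 180 s flagged agonists.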
# TRHR enhancer: allosterically enhances the human TRH receptor; AID 493056; 360,000 tested, 0.66% active; enhancement, % at 2 µM; TRHR cells, fluo-8 calcium fluorescence, EC20 TRH enhancement; P34981; in the data active = enhancement above about 30%; also: 0% is about no effect
#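 TRHR-expressing cells loaded with fluo-8 calcium dye were read kinetically (ex 480/em 530) during compound addition, then stimulated with an EC20 of TRH (10 nM final). Enhancement of the Gq-mediated intracellular calcium response was scored.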
# D2 potentiator: positively modulates the human D2 dopamine receptor allosterically. P14416. potentiation, % at 10 µM. 340,000 tested, 0.34% active. AID 485347. HEK293 T-REx D2, calcium flux, EC20 dopamine potentiation;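 active = potentiation over 3 SD above the plate norm, cut at about 30% in these data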; also: 0% is about no effect
# Target sequence (P14416 whole entry, looked up): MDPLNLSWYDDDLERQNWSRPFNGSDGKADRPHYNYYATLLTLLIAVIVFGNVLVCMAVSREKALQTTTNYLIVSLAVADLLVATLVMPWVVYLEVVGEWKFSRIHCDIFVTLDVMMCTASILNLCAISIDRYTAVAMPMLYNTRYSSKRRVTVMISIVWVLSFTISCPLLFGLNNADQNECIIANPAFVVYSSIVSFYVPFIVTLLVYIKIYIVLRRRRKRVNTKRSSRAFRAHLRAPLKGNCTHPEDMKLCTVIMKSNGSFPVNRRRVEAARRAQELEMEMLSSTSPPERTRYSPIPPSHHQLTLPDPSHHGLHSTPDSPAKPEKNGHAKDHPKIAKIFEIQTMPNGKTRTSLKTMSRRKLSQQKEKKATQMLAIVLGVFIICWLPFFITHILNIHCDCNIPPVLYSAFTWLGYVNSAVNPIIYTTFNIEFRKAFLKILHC
#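 Using a no-wash calcium dye in inducible, force-coupled HEK293 Trex cells expressing D2, we tracked fluorescence each second for 180 s after compound, then for 180 s after EC20 dopamine to detect augmented signalling.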
# D2 ag: D2 dopamine receptor (human) agonism; P14416; HEK293 T-REx D2 cells, calcium flux agonist mode; activation, % at 2 µM; 340,000 tested, 0.53% active;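 active = activation over 3 SD above normal in the single-dose calcium agonist read, cut at about 30% in these data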; also: 0% is about no effect
#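 In this primary screen, compounds producing a positive calcium signal within 180 s of addition to tetracycline-induced, force-coupled HEK293 Trex D2 cells are flagged; cells are dye-loaded with a no-wash calcium kit beforehand.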
# D2 antagonist: D2 dopamine receptor (human) antagonism. P14416. HEK293 TREx D2 cells, calcium flux, dopamine EC80. inhibition, % at 10 µM. 340,000 tested, 2% active. AID 485344; in the data active = inhibition above about 30%; also: 0% is about no effect
#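 Calcium mobilization kinetics were recorded at 1 s intervals in tetracycline-induced HEK293 T-REx D2 cells, first for 180 s after compound addition and then 180 s after EC80 dopamine.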
# D1 PAM: human D1 dopamine receptor positive modulation. P21728. HEK293 TREx D1 cells, calcium flux, dopamine EC20 potentiation. potentiation, % at 10 µM. 360,000 tested, 0.036% active; in the data active = potentiation above about 30%; also: 0% is about no effect
# Active calls of the source: *; x = not tested or not shown. Rule as the data show it, unless noted: active = activation above about 30%; inactive = the rest.
1	OCc1nc2nc(Cl)c(Cl)nc2[nH]1
2	Cc1ccccc1NC(=O)CN1C(=O)C(C)(C)c2ccccc21
3	CCOc1ccc(NCc2cccn2-c2nnc(N3CCC(C(=O)NCc4cccc(OC)c4)CC3)s2)cc1
4	COc1ccc2c(c1)c1nc3n(c(=O)c1n2CC(=O)Nc1ccccc1)CCS3
5	CC(C)(C)OC(=O)N1CCC(c2c(C(=O)N3CCN(c4ccccn4)CC3)cnn2-c2cccc(F)c2)CC1
6	COc1ccc(/C=C/C(=O)O)cc1S(=O)(=O)N1CCCc2ccccc21
7	O=C(CCc1ccccc1)N=C1SC2CS(=O)(=O)CC2N1c1cccc(F)c1 (configuration not stated)
8	COc1cc2c(cc1OC)C1O[C@](CCCCN3C(=O)c4ccccc4C3=O)(C2)Oc2cc(C)n(Cc3ccccc3)c(=O)c21
9	CC(C)OC(=O)CSc1nnc(Cc2ccccc2)n1C
10	CC12CCC(=O)N1C(C(=O)Nc1ccccc1N1CCOCC1)CS2 (configuration not stated)
Compound	1	2	3	4	5	6	7	8	9	10
RXFP1 antagonist	2	-6	-6	-8	-8	1	-7	x	-10	5
TRHR ag	0.5	0.4	-0.4	-0.6	-0.8	0.4	-0.3	-0.5	0.4	0.2
D1 antag	-10	10	-27	-4	1	7	-23	-4	-15	-18
D1 agonist	7	0	-1	1	0	1	6	0	-1	1
TRHR enhancer	3	1	-7	5	-11	-6	-1	-1	-9	2
D2 potentiator	6	-6	-2	6	-8	-1	7	x	-2	9
D2 ag	0.0	0.9	-0.1	-0.5	0.9	0.0	0.7	x	0.3	0.8
D2 antagonist	-4	x	x	4	x	-18	0	x	10	-9
D1 PAM	-4	-1	-4	-2	-1	-1	-8	-3	-3	-2

11	CCC(C)(C)NC(=O)C(c1ccccc1Cl)N(C(=O)CCC(=O)Nc1cc(C)on1)C1CC1 (configuration not stated)
12	CC(=O)N1CCn2c3c(c(=O)c4cc(C)ccc42)CCC31 (configuration not stated)
13	O=C(Cn1cnc2c(nnn2-c2ccc(F)cc2)c1=O)NCC1CCCO1 (configuration not stated)
14	C=CCNC(=O)c1sc(=S)n(-c2ccc(C(=O)OCC)cc2)c1N
15	CCOC(=O)c1snc(C(=O)NC2CCCCC2)c1N
16	O=C(NCC1CCN(Cc2cccc(Cl)c2)CC1)Nc1ccc(Cl)cc1
17	CCCCNC(=O)c1c[nH]c2ccc(S(=O)(=O)N3CCOCC3)cc2c1=O
18	O=C(NC(=S)Nc1ccc(CN2CCOCC2)cc1)c1ccc(-c2ccc(Br)cc2)o1
19	CCOC(=O)CC(=O)CSc1nc2c(cc1C#N)CCCCCC2
20	CC(=O)NC1(C(F)(F)F)NC(=O)N(C2CCCCC2)C1=O (configuration not stated)
Compound	11	12	13	14	15	16	17	18	19	20
RXFP1 antagonist	8	-5	23	-12	4	2	-7	4	-4	-1
TRHR ag	-0.5	1.3	0.1	-1.2	0.8	2.3	0.6	0.4	3.1	0.6
D1 antag	25	-5	-15	4	3	-73*	3	-7	20	3
D1 agonist	1	0	-1	-1	4	31*	3	1	5	3
TRHR enhancer	11	-1	-1	-16	-4	10	-2	-3	-4	2
D2 potentiator	x	26	11	-5	2	-7	-6	-3	4	-2
D2 ag	-2.9	-1.6	-0.2	-0.3	0.5	1.0	-1.8	1.0	0.3	0.5
D2 antagonist	9	5	-8	13	-21	0	23	-13	6	-10
D1 PAM	10	-3	1	0	17	-19	3	-4	-1	-2

21	Cn1c(Cn2c(=O)sc3ccccc32)nnc1SCC(=O)N1CCOCC1
22	Cc1[nH]c2ccccc2c1SCC(=O)NC1CCCCC1
23	CC(C)C(=O)Nc1nnc(COc2ccc(Cl)cc2)s1
24	Cc1occc1-c1nnc(SCC(=O)N2CCc3ccccc32)o1
25	CCN(CC)C(=O)COc1coc(CN2CCN(c3ccccc3F)CC2)cc1=O
26	COc1cc(NC2CCCCC2O)c2nc(-c3ccc(Cl)cc3)ccc2c1 (configuration not stated)
27	Cc1cccc(Nc2sc(C(=O)c3ccc(Cl)cc3)c(N)c2C(N)=O)c1
28	Cc1cc(C)n(-c2ncnc3c2oc2ccccc23)n1
29	CCCCN(C(=O)c1ccc(N2CCCC2=O)cc1)c1c(N)n(CCC)c(=O)[nH]c1=O
30	Cc1ccc(CNC(=O)C2CC(c3ccccc3[N+](=O)[O-])=NO2)cc1 (configuration not stated)
Compound	21	22	23	24	25	26	27	28	29	30
RXFP1 antagonist	x	6	-4	-8	-6	3	10	-28	4	x
TRHR ag	-1.2	-0.2	-0.4	0.6	0.6	1.5	-0.2	-1.1	0.3	-0.6
D1 antag	1	-14	-6	-20	2	35	-18	-3	18	3
D1 agonist	2	3	5	0	2	2	4	-1	3	-1
TRHR enhancer	6	4	0	0	-4	7	4	-1	-1	3
D2 potentiator	8	11	-6	2	10	9	11	13	-13	x
D2 ag	-0.2	0.9	-0.3	-0.4	x	0.8	0.1	-0.2	-0.2	x
D2 antagonist	-20	-11	13	18	x	17	x	-9	15	x
D1 PAM	1	-2	-6	3	-1	-2	2	3	3	-3

# In another format: entries from further up
no.	Structure	RXFP1 antagonist	TRHR ag	D1 antag	D1 agonist	TRHR enhancer	D2 potentiator	D2 ag	D2 antagonist	D1 PAM
29	CCCCN(C(=O)c1ccc(N2CCCC2=O)cc1)c1c(N)n(CCC)c(=O)[nH]c1=O	4	0.3	18	3	-1	-13	-0.2	15	3
30	Cc1ccc(CNC(=O)C2CC(c3ccccc3[N+](=O)[O-])=NO2)cc1 (configuration not stated)	x	-0.6	3	-1	3	x	x	x	-3

# (continued)
31	O=C(COC(=O)c1ccc(O)cc1)Nc1cccc(S(=O)(=O)NC2=NCCCCC2)c1
32	O=C(NCCN1CCOCC1)C1CCC(CNS(=O)(=O)c2ccccc2)CC1 (configuration not stated)
33	CCNS(=O)(=O)c1cc(-c2nnc(Nc3cccc(C(F)(F)F)c3)c3ccccc23)ccc1C
34	O=S(=O)(NCC(c1ccco1)N1CCN(c2ccccc2)CC1)c1ccc(F)cc1 (configuration not stated)
35	Cn1c(O)c(C(C#N)=C2N=c3ccccc3=N2)c2ccccc21
36	Cc1ccc(-c2csc(NC(=O)c3cccs3)n2)cc1
37	CCOc1ccc(C(C)(C)C)cc1S(=O)(=O)N1CCOCC1
38	Cc1csc(SC(C)C(=O)NCC2CCCO2)n1 (configuration not stated)
39	COCCCNC(=O)c1ccc(Cn2c(=O)c3ccccc3n(Cc3cc(C)ccc3C)c2=O)cc1
40	CCOC(=O)Cc1nnc(NC(=O)c2ccco2)s1
Compound	31	32	33	34	35	36	37	38	39	40
RXFP1 antagonist	-2	1	-10	x	0	-7	7	-17	0	-11
TRHR ag	0.2	0.6	-0.3	-0.7	-0.6	-0.3	-0.8	0.1	0.3	-0.3
D1 antag	4	-11	-6	-30*	0	-6	-13	21	17	-18
D1 agonist	4	4	4	3	1	2	-1	3	7	2
TRHR enhancer	0	1	10	2	2	-2	-3	10	-8	-1
D2 potentiator	13	-2	-17	0	-8	-2	-12	-1	-12	4
D2 ag	0.2	0.2	x	4.7	-1.8	-0.4	-0.6	-0.1	-0.8	-0.8
D2 antagonist	6	-1	x	1	9	-4	2	-4	2	2
D1 PAM	-4	-7	2	-14	-11	-5	-3	-6	-7	-2

41	CC(=O)c1cccc(NC(=O)CSc2nnnn2C2CCCC2)c1
42	COc1ccc(OC2C(=O)N(Cc3ccc4c(c3)OCO4)C2c2cccs2)cc1 (configuration not stated)
43	CCOc1ccc(Nc2nnc(Cc3ccc(OC)cc3)c(=O)[nH]2)cc1
44	Cc1cccc(C)c1NC(=O)CSc1nc(-c2ccccc2)nc2c1Cc1c(CO)cnc(C)c1O2
45	C/C(=C\c1ccc(Br)cc1)C(=O)c1c(C)cc(C)[nH]c1=O
46	Cc1ccc(S(=O)(=O)N(C)C)cc1NC(=O)COC(=O)/C=C/c1ccc2ccccc2n1
47	O=C(C1CCCO1)N1CCN(S(=O)(=O)c2cccc3nsnc23)CC1 (configuration not stated)
48	COc1ccc(/C=N/Nc2nccnc2Cl)cc1
49	CCCCOc1cccc(C2C(C(=O)c3ccc(C)o3)=C(O)C(=O)N2c2nnc(C)s2)c1 (configuration not stated)
50	Cc1ccccc1C(=O)Nc1cccc(NC(=O)c2ccc(-c3ccc(Br)cc3)o2)c1
51	CCOCC(=O)Nc1ccc(S(=O)(=O)N2CCC(c3nc4ccccc4[nH]3)CC2)cc1
52	Cc1cc(Br)ccc1NC(=O)c1sc2ncn(CC(=O)N3CCN(c4ccccn4)CC3)c(=O)c2c1C
Compound	41	42	43	44	45	46	47	48	49	50	51	52
RXFP1 antagonist	-14	-11	-1	7	-8	-12	-13	7	-4	-19	-15	-26
TRHR ag	0.0	2.6	-1.6	0.3	-0.2	-0.5	1.1	0.0	2.9	0.3	-0.9	0.3
D1 antag	-8	-17	-7	-1	1	-12	-9	-3	10	6	5	10
D1 agonist	7	12	2	2	3	2	3	3	8	1	10	2
TRHR enhancer	6	-6	1	6	-2	3	15	15	-4	0	11	-7
D2 potentiator	x	0	-4	2	5	23	16	2	10	7	16	1
D2 ag	x	0.8	-0.6	1.0	-0.6	0.0	0.3	-1.0	4.3	-0.7	-0.5	0.2
D2 antagonist	x	-4	-2	x	4	x	-9	8	-20	3	-10	17
D1 PAM	-4	-10	-2	-3	-3	0	-4	1	-2	-12	-3	1

# By substructure: the compounds so far containing two or more sulfur atoms
7	O=C(CCc1ccccc1)N=C1SC2CS(=O)(=O)CC2N1c1cccc(F)c1 (configuration not stated)
14	C=CCNC(=O)c1sc(=S)n(-c2ccc(C(=O)OCC)cc2)c1N
21	Cn1c(Cn2c(=O)sc3ccccc32)nnc1SCC(=O)N1CCOCC1
36	Cc1ccc(-c2csc(NC(=O)c3cccs3)n2)cc1
38	Cc1csc(SC(C)C(=O)NCC2CCCO2)n1 (configuration not stated)
47	O=C(C1CCCO1)N1CCN(S(=O)(=O)c2cccc3nsnc23)CC1 (configuration not stated)
Compound	7	14	21	36	38	47
RXFP1 antagonist	-7	-12	x	-7	-17	-13
TRHR ag	-0.3	-1.2	-1.2	-0.3	0.1	1.1
D1 antag	-23	4	1	-6	21	-9
D1 agonist	6	-1	2	2	3	3
TRHR enhancer	-1	-16	6	-2	10	15
D2 potentiator	7	-5	8	-2	-1	16
D2 ag	0.7	-0.3	-0.2	-0.4	-0.1	0.3
D2 antagonist	0	13	-20	-4	-4	-9
D1 PAM	-8	0	1	-5	-6	-4
